NPSR antag: antagonists of human neuropeptide S receptor cAMP signaling | Q6W5P4 | CHO-NPSR cells, cAMP TR-FRET, antagonist mode | Potency, µM (top dose mostly 38.3 µM), for inactives: at the highest dose activity change, negative = inhibition, most hits filed as inhibitors | 220,000 tested, 1% active | AID 1461; further: potency means the concentration at half of the fitted maximal effect; on the % scale 0 is the no-effect control and ±100 the full control effect; nearly all actives have a fitted effect of over 50% in size; many of its hits are not listed in these tables
Epigenetic reg: epigenetic control regulation, reporter derepression; Potency, µM (doses to about 53.9 µM), for inactives: top-dose GFP activation, hits mostly activators; 280,000 tested, 0.2% active; murine LDR cells, GFP reporter derepression, 30 h; AID 1865; further: potency means the concentration at half of the fitted maximal effect; % of control where 0% means no effect; nearly all actives have a fitted effect of over 60% in size
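Derepression of a silenced CMV-GFP reporter in murine LDR cells is scored by enumerating GFP-positive cells with a laser-scanning microplate cytometer after 30 hours of treatment at 37 C.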
L3MBTL1 inh: blocks human L3MBTL1. Q9Y468. AlphaScreen L3MBTL1–H3K9me1 peptide binding. Potency, µM (series often up to 57.1 µM), inactives show top-dose activity, negative = inhibition, hits mostly inhibitors. 230,000 tested, 0.66% active. AID 485360; further: potency means the concentration at half of the fitted maximal effect; on the % scale 0 is the no-effect control and ±100 the full control effect; nearly all actives have a fitted effect of over 60% in size
Target sequence (Q9Y468 whole entry, looked up): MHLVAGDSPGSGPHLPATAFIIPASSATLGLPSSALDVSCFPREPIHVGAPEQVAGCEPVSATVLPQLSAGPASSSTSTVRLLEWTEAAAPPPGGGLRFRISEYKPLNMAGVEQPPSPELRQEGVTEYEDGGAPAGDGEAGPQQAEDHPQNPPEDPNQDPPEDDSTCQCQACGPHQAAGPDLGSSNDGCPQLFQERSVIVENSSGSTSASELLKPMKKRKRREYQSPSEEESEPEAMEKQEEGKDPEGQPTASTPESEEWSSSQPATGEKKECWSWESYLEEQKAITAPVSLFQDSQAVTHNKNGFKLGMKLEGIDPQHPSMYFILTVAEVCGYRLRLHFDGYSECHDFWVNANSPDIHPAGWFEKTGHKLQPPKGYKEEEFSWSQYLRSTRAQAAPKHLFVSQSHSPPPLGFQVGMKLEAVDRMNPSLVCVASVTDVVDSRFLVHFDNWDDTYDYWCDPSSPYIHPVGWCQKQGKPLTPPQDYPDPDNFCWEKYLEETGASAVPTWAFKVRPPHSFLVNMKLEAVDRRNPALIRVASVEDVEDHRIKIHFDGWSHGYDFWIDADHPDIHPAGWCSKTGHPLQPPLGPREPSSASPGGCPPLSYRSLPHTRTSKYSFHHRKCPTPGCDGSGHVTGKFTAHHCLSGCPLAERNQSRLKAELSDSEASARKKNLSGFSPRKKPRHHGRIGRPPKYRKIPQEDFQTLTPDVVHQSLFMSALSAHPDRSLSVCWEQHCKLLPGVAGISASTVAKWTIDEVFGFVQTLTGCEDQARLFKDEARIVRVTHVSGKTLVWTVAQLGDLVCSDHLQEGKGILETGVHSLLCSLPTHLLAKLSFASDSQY
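Read-out is AlphaScreen signal from streptavidin donor and nickel chelate acceptor beads (10 ug/mL final each) bridging L3MBTL1 (50 nM) and biotinylated K9-monomethylated H3(1-15) peptide (75 nM), after 30 min compound exposure at room temperature.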
CBFb-RUNX1 inh: inhibitors of human CBF-beta and RUNX1 interaction | Q01196+Q13951 | 230,000 tested, under 10 active | Potency, µM (top dose mostly 59.8 µM), for the others: at the highest dose activity, negative = inhibition, hits mostly inhibitors | AID 1477 | AlphaScreen CBFb-His/RUNX1-biotin binding, biochemical; further: % of control where 0% means no effect
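His-tagged CBF-beta and biotinylated RUNX1 (30 nM each) were premixed 20 min at room temperature, exposed to compound for 15 min, then given nickel-chelate and streptavidin AlphaScreen beads (50 ng each). After 90 min, AlphaScreen signal was read.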
IMPase Li inh: membrane-permeable IMPase blocker, potentiated with lithium; CHO-M1 cells, IP1 TR-FRET (IP-One), carbachol + lithium; Potency, µM (top dose mostly 59.4 µM), for inactives: at the top dose activity, negative = IMPase inhibition, actives largely listed as inhibitors; 210,000 tested, 0.35% active; AID 1457;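 further: IP1 builds up when IMPase is blocked and the TR-FRET signal falls; potency means the concentration at half of the fitted maximal effect; plate controls were basal vehicle for no effect and high inhibitor control for full effect; nearly all actives have a fitted effect of over 50% in size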
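CHO cells stably expressing M1 receptor (2000/well) were cultured 16–30 h, then exposed to compounds with a small lithium addition for 30 min at 37C. IP1 was measured by TR-FRET competition; AC50 from Hill fits.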
HttQ103 aggreg: inhibitors of mutant huntingtin aggregate formation in PC12 cells | PC12 HttQ103-GFP aggregates, Acumen cytometry, 40 h | Potency, µM (series often up to 46.1 µM), inactives show at the highest dose activity change, negative = inhibition, usual class: inhibitors | 220,000 tested, 1.1% active | AID 1688; further: potency means the concentration at half of the fitted maximal effect; on the % scale 0 is the no-effect control and ±100 the full control effect; nearly all actives have a fitted effect of over 60% in size
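Steps: seed 1500 PC12 HTTQ103-GFP cells/well; add tebufenozide, 100 nM final; add compound titration; add ATPLite reagent; quantify GFP aggregates by laser scanning cytometry.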
KinaseGlo FLuc: Kinase-Glo luciferase inhibition (counter-screen); Q27757; Kinase-Glo luciferase, ATP luminescence, 8 min; Potency, µM (highest dose often 38.3 µM), for inactives: top-dose activity change, negative = inhibition, most hits filed as inhibitors; 200,000 tested, 0.28% active; further: potency means the concentration at half of the fitted maximal effect; on the % scale 0 is the no-effect control and ±100 the full control effect; nearly all actives have a fitted effect of over 60% in size
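Compound is pinned into ATP-containing buffer (10 uM ATP, imidazole pH 7.2, 7 mM MgCl2). Kinase-Glo luciferase reagent is then added. Light output is recorded following an 8-min room-temperature incubation.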
The depositor's hits bear a star; ? = inconclusive; / = not tested or not shown; & = joins results of further samples; [ ] = another dose, or the depositor's remark. The call rests on the fitted dose curve; in most records, active means well fitted curve in the direction sought with a large enough effect; inconclusive means small, poorly fitted or top-dose-only effect, or another doubt; inactive means no such curve, though single readings can be large; an effect the other way counts as inactive or inconclusive.

molecule | NPSR antag | Epigenetic reg | L3MBTL1 inh | CBFb-RUNX1 inh | IMPase Li inh | HttQ103 aggreg | KinaseGlo FLuc
N#Cc1c(N2CCNCC2)nc(-c2ccco2)c2c1CCCC2 | 4%[7.67 µM] | 0.0% | 4% | 8% | / | -12%[9.22 µM] | /
Cc1cccc(OP(N)(N)=O)c1C | 10% | -0.3% | / | 4% | -5% | -8% | /
COc1ccc(CCn2c(O)c(C=NCCCn3ccnc3)c(=O)[nH]c2=O)cc1OC | -10%[46.1 µM] | 0.0% | / | 4% | 10%[38.3 µM] | -7% | 14%
CC(C)c1c(CN(C)[C@@H](C)Cc2ccccc2)n(C)n(-c2ccccc2)c1=O | / | 0.0%[16.9 µM] | / | -20%[21.7 µM] | -2% | 9%[20.6 µM] | 1%[17.1 µM]
Brc1ccc(CN2CCNCC2)s1 | -3%[46.1 µM] | 3.1% | / | 2% | 13%[38.3 µM] | 13%[9.22 µM] | 2%
COC(=O)C1=CO[C@@H](C)[C@@H]2CN3CCc4c([nH]c5cc(OC)ccc45)[C@@H]3C[C@H]12 | / | 3.4% | / | ? | 18% | / | -4%
CC(C)[N+](C)(CCC(C(N)=O)(c1ccccc1)c1ccccc1)C(C)C | 5% | -1.3% | / | 7% | 31%&24% | 4%[20.6 µM] | -5%
COc1cc(C=C2C(=O)NC(=O)NC2=O)ccc1O | -11% | 0.5% | 0% | -1% | / | -13%[9.22 µM] | /
CCCn1c(C(=O)c2ccccc2OC)nc2ccccc21 | ? | -2.6% | -3% | 9% | -1% | 6%[9.22 µM] | -2%
CC1=CC(=C2C(=O)NC(=S)NC2=O)C=C(C(F)(F)F)N1CCc1ccccc1 | -57% | -4.8% | -6% | 1% | 4% | -22%[9.22 µM] | 0%
CCS(=O)CCSP(=O)(OC)OC (centres undefined) | / | -2.6% | / | / | -2% | / | -6%
Cc1nccc2c1[nH]c1ccccc12 | ? | -2.6% | / | 8%[21.7 µM] | -5%&5%&-5%&-2%&5%&-2% | / | 0%
CCCCn1c(NS(=O)(=O)c2ccc(C)cc2)c(C(=O)OCC)c2nc3ccccc3nc21 | -8% | 1.0% | 9% | 21% | -9% | 23% | 0%
COP(=O)(OC)c1nc(-c2cccc3ccccc23)oc1NCCc1ccccc1 | -27% | 1.1% | 49%[activator] | -6% | -5% | 11% | -1%
NC(Cc1ccc(N(CCCl)CCCl)cc1)C(=O)O (centres undefined) | -12%[46.1 µM] | -0.2%&0.3% | / | -2%&-14% | 10%&0% | / | -2%&-4%
Cc1ccc(C)c(NC2=NCCCS2)c1 | -4%[46.1 µM] | -0.9% | 4% | 16% | 3% | 7% | -1%
c1ccc(P(c2ccccn2)c2ccccn2)cc1 | 10% | -0.5% | 9% | 6% | -4% | 2% | 2%
CCOP(=O)(OCC)C1(O)C(=O)Nc2ccccc21 (centres undefined) | 17% | -3.2% | -13% | 6% | -12% | -1% | 0%
CC1OC(C)OC(C)O1 (centres undefined) | / | -0.9% | / | 28% | 9% | 10%&17% | 2%[39.9 µM]
Cc1ccc(N=Cc2c(O)n(C)c(=O)n(C)c2=O)nc1 | -19%[46.1 µM] | -3.1% | -2% | ? | -14%[38.3 µM] | -7% | -18%
Clc1ccc(CO[C@@H](Cn2ccnc2)c2ccc(Cl)cc2Cl)cc1 | / | 1.4%[16.9 µM] | / | -6%[21.7 µM] | -1% | / | 3%[17.1 µM]
O=c1[nH]c(=O)n(-c2ccc(Cl)cc2)c(O)c1C=NCCN1CCCCC1 | 26% | 0.9% | / | -2% | -1% | 1% | 0%
COc1ccc(N/N=C/c2c(O)n(-c3ccc(C)c(C)c3)c(=O)[nH]c2=O)cc1 | -10% | 0.9% | 0% | -10% | 13% | 17% | 2%
COCCN1C(=O)NC(=O)/C(=C\c2ccc(F)cc2)C1=O | 1% | 4.7% | 3% | -2% | 1% | 11% | 2%
Cn1c(O)c(C=Nc2ccc(N3CCOCC3)cc2)c(=O)n(C)c1=S | -22% | 0.2% | / | -3% | -11% | ? | -2%
CC1(C)CC(n2[nH]c(=O)c3c2NC(=O)CSC3c2ccc(F)cc2)CCO1 (centres undefined) | -12%[46.1 µM] | -3.5% | 12% | 6% | -5%[38.3 µM] | 18% | -4%
O=C(O)c1cccc(N=Nc2c(O)[nH]c(=O)[nH]c2=O)c1 | -3% | 5.4% | / | 1% | / | 7%[9.22 µM] | /
NCCc1cc(O)c(O)cc1O | / | 5.3% | / | / | 42%[activator] | 3% | -6%
CCN(CC)c1ccc(N=Cc2c(O)n(CCc3ccc(OC)c(OC)c3)c(=O)[nH]c2=O)cc1 | 20%[46.1 µM] | ? | -15% | -2% | -11% | 3% | -1%
C=CCn1c(O)c(C(CC)=Nc2ccc3c(c2)CCC3)c(=O)[nH]c1=O | -26% | -1.0% | -3% | -2% | / | 15%[9.22 µM] | /
COc1ccc2c(c1OC)C(=O)OC2c1c(O)n(C2CCCCC2)c(=O)[nH]c1=O (centres undefined) | 3%[46.1 µM] | -1.5% | -1% | 0% | 8%[38.3 µM] | 13% | -3%
CN1C(=O)c2ccccc2NC(=O)C1Cc1ccccc1 (centres undefined) | -28% | -3.0% | 8% | 13% | 9% | 4%[9.22 µM] | /
CN(C)CC1CSCCC1(O)c1ccc(Cl)cc1 (centres undefined) | -5% | -1.0% | 22%[11.4 µM] | -4% | 6% | -19% | 3%
Nc1cc(Cl)cc(C(=O)O)c1Cl | / | / | 2% | 30%[21.7 µM] | -22% | / | /
Cc1ccc(N2C(=O)NC(=O)/C(=C\c3ccc([N+](=O)[O-])o3)C2=O)cc1 | -9% | 4.5% | 3.5µM* | ? | 5% | 12% | -13%
Cc1nn(Cc2ccccc2)c(C)c1C(=O)OCC(=O)Nc1cccc(S(N)(=O)=O)c1 | -5% | -1.5% | -5% | 7% | 13% | 0% | 5%
CC(=O)N1CN2CN(C(C)=O)CC(C(=O)c3ccc([N+](=O)[O-])cc3)(C2)C1 | -20% | 1.1% | 10% | 4% | 5% | 8%[9.22 µM] | -4%
Clc1cccc(CN2CCCCC2c2cccnc2)c1 (centres undefined) | 0%[46.1 µM] | 1.0% | -5% | 16% | 32%[activator][38.3 µM] | ? | 1%
CC(=O)Nc1ccc(N=Cc2c(O)n(Cc3ccco3)c(=O)[nH]c2=O)cc1 | -20% | 1.1% | -15% | -5% | / | 1%[9.22 µM] | /
CCOc1ccc(/C=C2/C(=O)NC(=O)N(CCc3ccc(F)cc3)C2=O)cc1 | 5% | 7.5% | -1% | -17% | -4% | -9% | -5%
CN1C(=O)C(Cc2ccc3c(c2)OCO3)C(=O)N(C)C1=O | -14%[46.1 µM] | 0.0% | / | 4% | 22%[38.3 µM] | -4% | -2%
COc1ccc(CCNC2CCCCC2)cc1OC | 10% | -5.4% | -3% | 1% | 2% | 2%[9.22 µM] | 2%
CCOP(=O)(OCC)C(O)c1ccc(OC)c(OC)c1 (centres undefined) | 0%[46.1 µM] | -0.2% | 0% | 5% | 2%[38.3 µM] | 2% | -5%
CC(=O)N1CCC(N2CCCC(C(=O)c3cccc(Cl)c3)C2)CC1 (centres undefined) | -16% | -3.0% | -16% | 4% | 33%[activator] | -10%[9.22 µM] | 1%
O=CC(Br)P(=O)(N1CCOCC1)N1CCOCC1 (centres undefined) | 38% | -2.1% | -10% | -1% | / | -1%[9.22 µM] | /
CC(C)(C)C(=O)C(Oc1ccc(Cl)cc1)n1cncn1 (centres undefined) | / | -0.9% | / | / | 14% | / | -12%
CCn1c(O)c(N=Nc2ccc(S(=O)(=O)N3CCOCC3)cc2)c(=O)n(CC)c1=S | ? | 2.5% | -27% | -25% | / | -10%[9.22 µM] | /
Cc1cc(Br)ccc1N1C(=O)CC(=O)NC1=O | -13%[46.1 µM] | -2.2% | -5% | -5% | -7%[38.3 µM] | -23% | 15%
O=C(CN1CC(c2ccccc2)CC1=O)NCc1ccc(F)cc1 (centres undefined) | 13% | 2.0% | 0% | 12%[2.36 µM] | -4% | 13% | 1%
COc1ccc(CC2(CCc3ccncc3)C(=O)NC(=O)NC2=O)cc1 | 6% | 6.4% | -5% | -3% | 2% | -12%[9.22 µM] | -4%
CCN(CC)c1ccc(N=Cc2c(O)n(-c3ccc(Cl)cc3)c(=O)[nH]c2=O)cc1 | -2%[46.1 µM] | -1.2% | -3% | -3% | -6%[38.3 µM] | 19% | -6%
CCC(CO)Nc1ccc([N+](=O)[O-])c2cccnc12 (centres undefined) | 8%[46.1 µM] | -1.1% | -6% | -1% | -12%[38.3 µM] | -13% | -2%
O=c1[nH]c(=O)n(Cc2ccccc2)c(O)c1/C=C1\C=Nc2ccccc21 | -46% | -1.5% | 7% | -20% | 11% | 12% | -1%
CC1=C2C(=O)C3C(CC=C4CC(OC5OC(O)C(O)C(O)C5CO)CCC43C)C2CCC12OC1CC(C)CNC1C2C (centres undefined) | 9% | -1.0% | / | 10% | / | 12%[9.22 µM] | /
O=[N+]([O-])c1ccccc1CNCCc1ccc(F)cc1 | 3%[46.1 µM] | 0.8% | / | -5% | 9%[38.3 µM] | -7% | -5%
CC(=O)Nc1ccc(S(=O)(=O)N(C)CCOCc2ccccc2)cc1 | 17%[46.1 µM] | 0.0% | / | -7% | 36%[activator][38.3 µM] | 11µM* | 0%
O=c1c2ccccc2nc(-c2ccccc2)n1-c1ccncc1 | -5%[46.1 µM] | -0.9% | 4% | 6% | -2% | -4% | 3%
CN(C)C1=C(C#N)C(c2ccccc2)=NP(N(C)C)(N(C)C)=N1 | ? | 1.3% | 2% | 4% | -11%[38.3 µM] | -5% | -2%
O=C1NC(=O)[C@]2(Cc3ccccc3N3CCN(c4ccccc4)CC32)C(=O)N1Cc1ccccc1 (some centres undefined) | -25%[46.1 µM] | -0.7% | -11% | -7% | -3%[38.3 µM] | 22% | 2%
O=S1(=O)N(CCN2CC=C(c3c[nH]c4cc(F)ccc34)CC2)c2cccc3c2N1CCC3 | ? | 0.0% | -13% | ? | 13% | / | -2%
CC(C)OCCCNC(=O)c1c(N)n(Cc2cccs2)c2nc3ccccc3nc12 | 10µM* | 13% | 50%[activator] | ? | 3%[38.3 µM] | 28µM* | -1%
O=C1/C(=C\c2cc3c(cc2Cl)OCO3)N2CCC1CC2 | -10% | -0.9% | -9% | -12% | -8% | -6% | -7%
COc1ccc(C(O)c2ccccc2OP(=O)(N(C)C)N(C)C)cc1 (centres undefined) | 10% | -0.9% | 7% | 6% | 6% | 10% | 0%

Source: PubChem BioAssay

Not all compounds are listed; count on the stated rates, not on these rows.
